Bioassay records from PubChem.
MITF primary = human MITF inhibition, primary screen. O75030. inhibition, % at 2.6 µM. 650,000 tested, 0.91% active. AlphaScreen MITF homodimerization, bead proximity signal. AID 1259374; in the data active = inhibition above about 50%;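 also: 0% = vehicle wells with protein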
GPR151 ag = activates the human receptor GPR151; PathHunter beta-arrestin GPR151 cells, luminescence; activation, % at 11.2 µM; 650,000 tested, 1% active; AID 1508602; in the data active = activation above about 4.9%;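 also: 0% = median of compound wells and 100% = cells with positive control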
TEAD-YAP inh = TEAD-YAP interaction inhibition; HEK-TIYL cells, TEAD-Gal4/YAP UAS-luciferase luminescence; inhibition, % at 9.12 µM; 640,000 tested, 1.4% active; in the data active = inhibition above about 32%;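 also: 0% = median of test compound wells and 100% = reference inhibitor wells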
FBW7 activator = human FBW7 E3 ligase activation, primary screen. normalized activity (activation), % at 26.1 µM. AID 1259310. AlphaScreen FBW7–phospho-cyclin E peptide binding, activator screen. 650,000 tested, 0.13% active; in the data active = normalized activity above about 1.9%;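 also: purified mutant Fbw7 with reduced substrate affinity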
Target sequence (Q969H0 whole entry, looked up): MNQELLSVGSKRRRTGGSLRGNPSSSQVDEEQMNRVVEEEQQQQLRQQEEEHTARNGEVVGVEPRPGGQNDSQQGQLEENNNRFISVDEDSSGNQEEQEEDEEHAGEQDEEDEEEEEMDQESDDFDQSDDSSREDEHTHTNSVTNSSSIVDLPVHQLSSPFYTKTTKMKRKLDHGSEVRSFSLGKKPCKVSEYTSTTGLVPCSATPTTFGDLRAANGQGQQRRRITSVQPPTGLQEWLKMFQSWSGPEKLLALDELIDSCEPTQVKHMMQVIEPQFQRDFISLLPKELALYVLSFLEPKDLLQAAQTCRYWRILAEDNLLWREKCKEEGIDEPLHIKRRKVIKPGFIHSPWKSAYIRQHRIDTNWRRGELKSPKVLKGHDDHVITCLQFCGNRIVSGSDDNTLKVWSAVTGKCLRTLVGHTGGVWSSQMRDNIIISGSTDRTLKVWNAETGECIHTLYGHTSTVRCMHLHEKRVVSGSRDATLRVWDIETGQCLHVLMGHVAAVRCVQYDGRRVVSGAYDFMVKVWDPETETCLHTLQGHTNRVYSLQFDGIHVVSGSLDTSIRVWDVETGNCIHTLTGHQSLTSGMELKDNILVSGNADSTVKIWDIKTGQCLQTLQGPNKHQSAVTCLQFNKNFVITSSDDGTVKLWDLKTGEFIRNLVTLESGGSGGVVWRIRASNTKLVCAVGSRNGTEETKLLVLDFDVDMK
* hit, by the source's call; x = no result given.

compound	FBW7 activator	TEAD-YAP inh	MITF primary	GPR151 ag
N#CC(C#N)=C(/C=C/c1ccc(Cl)cc1)C1CC1	-0.1	-5	-3	1.8
CCN1CCN(C(c2nnnn2Cc2ccc3c(c2)OCO3)C(C)C)CC1 (stereo not drawn)	1.1	2	9	-1.6
Cc1nc(Nc2ccc3c(c2)OCCO3)c2c3c(sc2n1)CCCC3	0.1	-72	23	-0.9
O=C1CN(c2ncnc3sc(-c4ccccc4)cc23)CCN1	0.0	10	-6	3.2
O=C1NC(=S)S/C1=C/c1ccc(OS(=O)(=O)c2ccccc2[N+](=O)[O-])cc1	-0.1	24	-8	-0.3
CC(C)C(NS(=O)(=O)c1cccs1)C(=O)NCc1ccccc1 (stereo not drawn)	-0.2	-3	0	0.1
c1ccc(CN2CCC(Nc3nc(Nc4cnccn4)nc4c3ncn4C3CCCCC3)CC2)cc1	-0.2	13	5	1.5
COc1ccc(C2CC(c3ccc(Br)cc3)=NN2C(=O)CSc2nnc(CNC(=O)Cc3ccccc3)n2C)cc1 (stereo not drawn)	0.3	14	11	-1.4
CCOc1ccc(-n2c(C)nc3cc(C(=O)NCCC4=CCCCC4)ccc32)cc1	0.0	12	1	-1.1
COCCNC(=O)Cn1c(=O)n(Cc2ccco2)c(=O)c2ccccc21	0.0	-5	5	1.3
O=C1Nc2cc(C(=O)N3CCN(c4ccc(F)cc4)CC3)ccc2NC1CS(=O)(=O)Cc1ccccc1Cl (stereo not drawn)	-0.1	16	2	-0.7
CCOc1cccc(C2CC(c3ccc(Cl)cc3)=NC(c3ccc(F)c(Br)c3)N2)c1O (stereo not drawn)	-0.3	24	1	-0.6
CCOc1ccc(NC(=O)CN(C)CC(=O)Nc2ccc(F)c(F)c2F)cc1	-0.1	-1	1	1.2
Cc1cccc(OCC(=O)Nc2ccc3c(c2)C(=O)NCCO3)c1	0.0	-28	18	-1.3
Clc1ccc2nc(N3CCCC3)nc(-c3ccccc3)c2c1	0.8	8	10	0.1
C=C(C)c1cccc(C(C)(C)NC(=O)Nc2ccccc2C(=O)OC)c1	-0.1	3	-6	-0.6
COC(=O)c1c(NC(=O)c2cccc(OC)c2)sc(C(=O)N2CCCC2)c1C	-0.1	-18	7	1.5
Cc1cc2ccccc2c(=O)n1CC(=O)N1CCN(Cc2ccccc2)CC1	0.3	5	8	0.6
CS(=O)(=O)N(CC(=O)Nc1cc(Cl)cc(Cl)c1)c1ccc(F)cc1	0.2	5	11	-1.0
Fc1ccc(CN2CCN(c3ncccn3)CC2)cc1Br	-0.3	-5	37	1.2
O=C(Nc1ccnn1C1CCN(Cc2ccc(C3CCCCO3)s2)CC1)C1CCCC1 (stereo not drawn)	0.1	3	6	1.1
Cc1csc(NC(=O)C2CCCN(S(=O)(=O)c3cccnc3)C2)n1 (stereo not drawn)	-0.2	-7	-19	0.0
CCc1c(C)nc(-n2nc(C)cc2NC(=O)C(CC)c2ccccc2)[nH]c1=O (stereo not drawn)	0.0	6	6	-1.0
O=C(Cc1ccc(Cl)cc1)NN1C(=O)c2ccccc2C1=O	0.7	2	13	-0.5
c1ccc(-n2ncnc2-c2ccc3c(c2)OCO3)cc1	-0.2	-7	-7	0.4
COC(=O)c1sc2ccccc2c1NC(=O)CCc1ccccc1	-0.1	-1	-4	0.8
Cc1ccc(CC(=O)O/N=C(\N)c2cccc([N+](=O)[O-])c2)cc1	-0.3	-1	-8	3.1
CC1(C)CC(=O)C=C(Nc2ccc(N)cc2)C1	0.0	-6	-8	-0.6
O=C(Nc1ccc(-c2cn3ccccc3n2)cc1)c1cc2ccccc2oc1=O	-0.1	9	8	-0.4
COc1cc2c(C(=O)N3CCCCC3C)cn(C)c(=O)c2cc1OC (stereo not drawn)	-0.1	-3	-1	-0.5

Brought forward from above: three compounds, then new ones.
compound	FBW7 activator	TEAD-YAP inh	MITF primary	GPR151 ag
CC1(C)CC(=O)C=C(Nc2ccc(N)cc2)C1	0.0	-6	-8	-0.6
O=C(Nc1ccc(-c2cn3ccccc3n2)cc1)c1cc2ccccc2oc1=O	-0.1	9	8	-0.4
COc1cc2c(C(=O)N3CCCCC3C)cn(C)c(=O)c2cc1OC (stereo not drawn)	-0.1	-3	-1	-0.5
CCn1nnc(NC(=O)c2cccc(OC)c2)n1	-0.1	-59	-5	0.0
O=C(O)c1cc(-c2ccc(F)cc2)cc2ccccc12	-0.1	-13	-4	-2.8
O=C(Nc1cccc([N+](=O)[O-])c1)C1CC(=O)N(c2ccccc2)C1 (stereo not drawn)	-0.1	3	-8	0.7
CN(Cc1ccccc1)C(=O)CCc1ccccc1	0.1	-3	-11	1.0
CCC(C)C(NC(C)=O)C(=O)NC(=O)NC(c1ccccc1)c1ccccc1 (stereo not drawn)	-0.2	9	0	1.0
COC(=O)CC1=C(C(=O)OC)C(c2cccnc2)C(C#N)=C(N)O1 (stereo not drawn)	-0.1	-1	13	-0.8
O=S(=O)(Nc1cccnc1Cl)c1cccc(S(=O)(=O)c2ccccc2)c1	-0.1	0	-2	1.2
COc1ccc(NC(=O)Nc2c(C)n(-c3ccccc3)c(=O)n2C)cc1OC	0.2	0	-24	-1.0
C=C1CN=C(N(Cc2ccccc2)S(=O)(=O)c2ccccc2)S1	0.3	8	12	-1.6
CCOc1ccccc1NC(=O)c1cc(S(=O)(=O)NC(CC)Cc2ccccc2)ccc1F (stereo not drawn)	0.0	-3	-3	0.0
O=C1CCCc2[nH]nc(-c3ccc(Br)cc3)c21	0.1	-80	-6	-0.7
O=C(COc1ccccc1)Nc1ccc2oc(-c3cccnc3)nc2c1	0.1	-18	3	-0.6
OC1CCC(Nc2nc(NCc3cccc(C(F)(F)F)c3)c3ncn(-c4ccsc4)c3n2)CC1 (stereo not drawn)	0.1	3	15	0.1
Cc1cc(/C=C(\C#N)C(N)=O)c(C)cc1/C=C(\C#N)C(N)=O	0.0	-8	2	-0.7
O=C1NC2=C(C(=O)CCC2)C(c2cccc(OCc3ccccc3)c2)N1 (stereo not drawn)	0.2	-6	3	0.4
Cc1ccc(C)c(CN2C(=O)C(C)(C)Oc3ccc(C(=O)NC4CC4)cc32)c1	0.1	4	2	2.1
NS(=O)(=O)c1ccc(CNS(=O)(=O)c2ccc(F)c(F)c2F)cc1	-0.2	12	1	-0.1
CN(C)c1ccc(N2C(=O)c3ccccc3C2=O)cc1	-0.5	-13	6	0.4
CCOC(=O)C(CC)/C(C)=N/NC(=O)CCC(=O)Nc1ccc(OCC)cc1 (stereo not drawn)	0.0	4	-12	-0.1
CCOc1cc(C2NC(C(=O)O)CS2)ccc1OCc1ccc(C(=O)OC)o1 (stereo not drawn)	0.3	4	4	0.1
CN(Cc1ccccc1)Cc1nc2c(c(=O)n(C)c(=O)n2C)n1Cc1ccccc1Cl	0.0	5	-5	-0.1
COc1cc2nc(N3CCCC(O)C3)c(CNC3CCC(O)CC3)cc2c(OC)c1OC (stereo not drawn)	-0.1	-4	-12	-0.2
Cc1cc(=O)oc(C)c1C(=O)NC1CCCCC1	0.0	1	3	0.9
CCC1CCCCN1CCNC(=O)c1ccc2c(c1)NC(=O)c1ccccc1N2 (stereo not drawn)	-0.1	-5	-3	-0.6
COC(=O)C1=C(C)NC(=O)C1(NS(=O)(=O)c1ccc(C)cc1)C(F)(F)F (stereo not drawn)	-0.1	-9	-3	-0.9
CCOc1ccc(N2C(=O)CS/C2=N/NC(=O)COc2ccc3ccccc3c2)cc1	-0.2	-4	0	-0.5
Cc1ncc(CO)c(/C=N/N=C/c2cc(Br)ccc2O)c1O	0.5	3	-7	-1.4
COc1cccc(CN(CCN(C)C)C(=O)c2cn3cc(-c4ccnc(N)n4)ccc3n2)c1	0.1	6	4	0.7
CNC(=O)c1cc(C)c(-c2ccccc2)s1	0.1	-21	6	-1.3
Cc1ccc(S(=O)(=O)N(C)/N=C2/C(=O)N(CC(=O)O)c3ccccc32)cc1	0.5	-1	8	-0.1
O=C1Nc2ccccc2N(O)N1c1ccc(CCO)cc1	0.2	-7	8	-0.9
COc1ccc(CNC(=O)CN2C(=O)c3ccccc3C2=O)cc1	0.0	2	-10	-2.1
CCN(CC)CC(=O)Nc1ccc(Oc2ccc(NC(=O)CN(CC)CC)cc2)cc1	-0.1	-1	1	-0.6
CC(=O)Nc1ccc(S(=O)(=O)NCCSCc2ccccc2C)cc1	-0.1	18	13	-1.5
CC1=C(C(=O)Nc2ccccc2)C2(CCCCC2)C(C#N)=C(SCC(N)=O)N1	1.1	4	21	-0.4
Cn1c(=O)[nH]c(N2CCOCC2)c(Cc2ccc3ccccc3c2)c1=O	-0.1	2	9	0.2
COc1cccc(/C=C(/C#N)C(=O)NC2CCCC2)c1	0.6	1	28	-1.3
CC1CN(C(=O)c2ccc(OC3CCN(Cc4ccccn4)CC3)cc2)CCN1C (stereo not drawn)	0.1	1	3	0.4
COc1ccc(CN2CCC(N3CCN(c4ccccc4)CC3)CC2)cc1OC	0.0	19	56*	-1.7
O=C(Nc1ccc(Br)cc1)c1ccc(Br)c(S(=O)(=O)Nc2cccc(Br)c2)c1	0.1	-4	4	-2.1
CC(C)c1ccc(S(=O)(=O)N2CCN(C(=O)c3c(F)cccc3F)CC2)cc1	-0.1	-1	-2	1.0
CN(CCOc1ccc(Br)cc1)C(=O)c1ccc(N)c([N+](=O)[O-])c1	-0.1	0	-5	0.1
COc1ccc2[nH]c(=O)c(CN(CCc3ccccc3)C(C)=O)cc2c1	0.0	11	15	-0.2
COC(CNC(=S)NC(=O)c1ccccc1)OC	-0.1	-4	1	-0.4
Cc1nccc2[nH]c(=O)c(C(=O)NCCCSC3CCCCC3)cc12	0.0	9	2	0.0
CCCCn1c(O)c(C2=NC(=S)NC2=O)c2ccccc21	-0.1	-8	-5	0.3
O=C(Nc1ccc(F)c(F)c1)c1cc([N+](=O)[O-])ccc1Cl	-0.1	10	2	-0.6
COc1cccc(-n2nc(C(=O)N3CCN(C)CC3)c3ccccc3c2=O)c1	0.1	2	5	1.8
Cc1cc2c(=O)n(CC(=O)NCc3ccc(F)cc3)cnc2s1	0.2	-4	11	-2.0
Cc1ccc(C(=O)NCCc2nnc3n2CCN(Cc2ccc4c(c2)OCO4)CC3)c(C)c1	0.0	-6	-14	-1.4
CN(C)c1ccc(/C=C2\C(=O)c3cccc([N+](=O)[O-])c3C2=O)cc1	-0.1	0	0	1.1
CSc1ccccc1C(=O)Nc1ccc(CC#N)cc1	-0.1	3	19	-0.9
COC(=O)COc1ccc(NC(=O)COc2ccc(I)cc2)cc1	-0.1	-1	7	0.1
NC(=NCc1ccc(Cl)c(Cl)c1)NC(=O)c1nc(Cl)c(N)nc1N	0.0	11	29	0.4
OC(COCCOc1ccc(Cl)cc1)CN1CCc2ccccc2C1 (stereo not drawn)	0.0	4	1	-0.9
CCOC(=O)c1cc(S(=O)(=O)N2CCCC2)cn1C	0.0	6	1	-0.4
CCOC(=O)CSc1nnc(CSc2ncccn2)n1CCc1ccccc1	0.0	5	17	-1.2
CCN(CC)C(=O)C1CCCN(c2nc3ncnc(Nc4ccc(Oc5ccccc5)cc4)c3[nH]2)C1 (stereo not drawn)	-0.1	6	7	5.8*
Cc1cccc(C)c1NC(=O)CN1CCN(CCCC(c2ccc(F)cc2)c2ccc(F)cc2)CC1	-0.1	x	-8	-0.3
Cc1ccc(C(=O)COC(=O)CCC(=O)c2ccccc2)cc1[N+](=O)[O-]	0.2	11	12	-1.2

Single values from above.
Reading for COC(=O)COc1ccc(NC(=O)COc2ccc(I)cc2)cc1 in FBW7 activator: -0.1
Reading for CSc1ccccc1C(=O)Nc1ccc(CC#N)cc1 in MITF primary: 19

Following part
compound	FBW7 activator	TEAD-YAP inh	MITF primary	GPR151 ag
CCc1ccc(OCC(=O)Nc2cccnc2)c(Br)c1	-0.1	-72	-6	-1.2
Cc1cc(C)c(-n2c(O)c(C=NCCCO)c(=O)[nH]c2=O)c(C)c1	-0.1	6	6	0.2
O=C(Cc1n[nH]c(=O)[nH]c1=O)N/N=C/CCc1ccccc1	-0.1	-1	42	-1.7
CCN1CCSc2ccc(C(=O)NCCCOC(C)C)cc21	-0.2	2	5	0.7
Cc1cc([N+](=O)[O-])ccc1N1CCCC1	-0.1	0	1	-1.4
CC(=O)N(C)c1ccc(NC(=O)COc2ccc(C(C)C)cc2)cc1	0.2	-3	5	0.4
N#Cc1c(NC(=O)CSc2ncnc3sc4c(c23)CCC4)sc2c1CCC2	0.0	10	2	-0.5
CC(NC(N)=O)C(=O)Nc1ccc(Cl)c(S(=O)(=O)Nc2ccc(Cl)cc2)c1 (stereo not drawn)	-0.1	-4	-1	-0.2
CC(=O)Oc1ccc2c(=O)c(-c3ccc4c(c3)OCCCO4)c(C)oc2c1C	0.0	0	1	-1.7
CCCn1c2c(c(O)c(C(=O)Nc3ncccc3O)c1=O)CCCC2	0.0	14	2	0.1
COC(=O)c1cc2c(=O)[nH]c(C(F)(F)F)nc2s1	0.0	-6	-11	-2.5
C=C(C)CN(CC)C(=O)COC(=O)Cn1[nH]c(=O)c2ccccc2c1=O	0.0	-4	-7	0.8

Hits appear at their usual frequency; any-hit rate near 3.4%.
